# mcGAS RapidFire – inhibitors of Mus musculus cyclic GMP-AMP synthase, initial high-throughput assay, cell-free, RapidFire MS | Q8C6L5 | recombinant mouse cGAS, cGAMP by RapidFire MS | inhibition, % at 12.5 µM | 130,000 tested, 0.18% active | AID 1259397, 2018;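 active means inhibition of cGAS enzyme activity at or above 60%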;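 further: enzyme stimulated by 45 bp dsDNA with ATP and GTP substrates; cGAMP share of summed cGAMP plus half ATP and half GTP signals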
# Target sequence (Q8C6L5 whole entry, looked up): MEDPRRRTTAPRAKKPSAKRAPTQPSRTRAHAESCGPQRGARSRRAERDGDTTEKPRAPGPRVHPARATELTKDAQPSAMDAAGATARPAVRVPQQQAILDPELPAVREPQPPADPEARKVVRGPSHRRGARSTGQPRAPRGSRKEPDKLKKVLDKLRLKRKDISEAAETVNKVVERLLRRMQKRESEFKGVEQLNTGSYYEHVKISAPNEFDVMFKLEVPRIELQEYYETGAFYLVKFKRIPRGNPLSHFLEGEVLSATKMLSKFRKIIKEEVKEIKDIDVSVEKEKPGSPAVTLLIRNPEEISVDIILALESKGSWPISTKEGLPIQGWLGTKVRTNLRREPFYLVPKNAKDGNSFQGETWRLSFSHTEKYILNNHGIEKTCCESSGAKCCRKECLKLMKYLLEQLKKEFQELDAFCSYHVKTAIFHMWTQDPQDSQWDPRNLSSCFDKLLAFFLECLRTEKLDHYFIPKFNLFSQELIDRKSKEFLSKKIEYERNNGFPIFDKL
# Numbers without * were called inactive; & = joins results of further samples. A portion of the library; count on the stated rates, not on these rows.
SMILES,mcGAS RapidFire
CCSc1nc2nc3c(cn2n1)C(=O)CC(c1ccco1)C3 (configuration not stated),-6
Cc1cc(S(=O)(=O)NC2CCCC2)ccc1F,-14
CCC1CCCN(c2ncc(Br)cc2CO)C1 (configuration not stated),-10&-4
Cn1cc(CC(=O)N2CCCC3(CC2)CNC(=O)O3)c2ccccc21 (configuration not stated),-20
Cc1cc(CC(C)NC(=O)c2csc3nc(-c4ccccc4)cn23)n[nH]1 (configuration not stated),-14
CC(C)(C)P(=NC(=O)c1ccc(Cl)cc1)(N1CCOCC1)N1CCOCC1,17
O=S(=O)(c1ccc2oc(-c3ccncc3)nc2c1)c1ccc2oc(-c3ccncc3)nc2c1,9
Cc1ccc(OC(C)C(=O)Nc2ccc3c(c2)CCC3)cc1 (configuration not stated),-18
CC(Nc1nccn2cnnc12)c1ccccc1 (configuration not stated),-9
Cc1c(C(=O)NCc2ccccc2)sc(=O)n1Cc1ccc2c(c1)OCO2,-3
CC(NC(=O)CCN1CCN(c2cccc(C(F)(F)F)c2)CC1)c1ccccc1 (configuration not stated),-2
CC1(C)OC(=O)N2CCN3C(=O)OC(C)(C)C3(C)C(Br)=C21 (configuration not stated),-3
CS(=O)(=O)Nc1ccc(Cl)c(S(=O)(=O)N2CCCCC2)c1,-7
CCOC1O[C@H]([C@@H](COCc2ccccc2)OCc2ccccc2)[C@H](OCc2ccccc2)[C@H]1O (some centres not stated),-1
Cc1cc(C)cc(C(O)c2ncc(-c3cccc(F)c3)[nH]2)c1 (configuration not stated),-1
Cc1ccccc1C(=O)OC1OC(=O)C(Cl)=C1Cl (configuration not stated),-9
O=C(Cc1cccc(F)c1)NCc1ccc(Cl)s1,-2
CC#CC1(OC(C)=O)CCC(c2ccccc2)CC1 (configuration not stated),-11
CCc1ccc(NC(=O)c2c(-c3ccccc3)noc2C)cc1,2
Cc1oc2cc(OC(=O)CNC(=O)OC(C)(C)C)ccc2c(=O)c1Oc1ccccc1,-2
Cc1ccccc1-c1n[nH]c(=S)n1-c1ccccc1C,-12
Cc1ccc(C)c(NC(=O)COc2ccc3c(c2)OCCO3)c1,-13
COC(=O)N=c1c(C#N)nc(-c2ccccc2)cn1CCc1ccccc1,-13
CCn1cc(CNc2ncnc3c2CCN(C(=O)c2cccnc2)C3)cn1,-30

# Quoted from the entries so far (four entries):
SMILES,mcGAS RapidFire
Cc1ccccc1-c1n[nH]c(=S)n1-c1ccccc1C,-12
Cc1ccc(C)c(NC(=O)COc2ccc3c(c2)OCCO3)c1,-13
COC(=O)N=c1c(C#N)nc(-c2ccccc2)cn1CCc1ccccc1,-13
CCn1cc(CNc2ncnc3c2CCN(C(=O)c2cccnc2)C3)cn1,-30

# Next part.
SMILES,mcGAS RapidFire
CCn1c2ccccc2c2nnc(SCC(=O)NC(C)C(C)C)nc21 (configuration not stated),-3
O=C(CC1C(=O)NCCN1CCCc1ccccc1)NCCc1cccnc1 (configuration not stated),-5
Cc1cc(C)n(-c2nc(-c3ccccc3)cc(-c3ccccc3O)n2)n1,-5
Clc1cncc(Oc2nc3ccccc3nc2Oc2cncc(Cl)c2)c1,-11
O=C1CC2(CCN(C(=O)NCCc3ccccc3)CC2)CN1,0
CSc1ncc(C(=O)NCCS(=O)(=O)N(C)C)cn1,-6
COc1cccc(CN2CCCN(c3ccncc3C)CC2)c1O,-9
COc1ccc(C(=O)Nc2c(C)nc3ccc(C)cn3c2=O)cc1OC,-6
CN(CC12CC3CC(CC(C3)C1)C2)C(=O)c1cc(-c2ccco2)[nH]n1,-12
CC(=O)NC(c1ccc(F)cc1)c1cccnc1 (configuration not stated),-1
COC[C@@H]1CCCN1C(=O)C1C2C=CC3(CN(c4cc(C)on4)C(=O)C13)O2 (some centres not stated),-3
CC1CN(c2nc3c(c(=O)[nH]c(=O)n3C)n2CCCSc2nc3ccccc3o2)CC(C)O1 (configuration not stated),-13
O=C(CCCc1cccs1)Nn1cnc2sccc2c1=O,7
O=C(Nc1nnc(-c2ccccc2)o1)c1cccc(NS(=O)(=O)c2ccc(F)cc2)c1,-2
CCc1ccc2nc(NC(=O)c3ccc(C)c(NC(=O)c4ccco4)c3)sc2c1,-14
COc1cccc(CNc2ccn3nccc3n2)c1,-5
CCc1cnc(C(C)NCc2ccn[nH]2)s1 (configuration not stated),-1
CCNc1ccnc(N(C)CCc2ccccn2)n1,-14
CC(=O)NCc1ccc(-c2csc(NC(=O)CNC(=O)c3ccc4c(c3)OCO4)n2)o1,-4
COc1ccc(OC)c(-c2nc3nnc(C)n3[nH]2)c1,-35
N#Cc1ccc(OCC2CN3Cc4ccccc4CC3C(=O)O2)cc1 (configuration not stated),11
Cc1cccc2c1C(=O)NC(c1ccc(-c3cccs3)cc1F)N2 (configuration not stated),-9
c1ccc(N=P(c2nc3ccccc3o2)(N2CCOCC2)N2CCOCC2)cc1,-13
Cc1nn(C)c(C)c1C1OCCC1CNCc1cn[nH]c1C (configuration not stated),2
COc1ccccc1-c1ccccc1C(=O)NCC(C(C)C)N1CCCC1 (configuration not stated),-1
CCc1cccc(OCCCN2C(=O)NC(C)(C)C2=O)c1,-3
Cc1cc(NC(=O)C(C)N(C)CC23CC4CC(CC(C4)C2)C3)no1 (configuration not stated),-11
Cc1cc(NC(=O)CSC(C)CO)n(C)n1 (configuration not stated),-1
Cc1ccc(C(=O)N2CCCC3CCCC32)c(=O)[nH]1 (configuration not stated),-5
Cc1ccc(CC(=O)Nc2ccc(CNS(C)(=O)=O)cc2)s1,-10
C=CCCC(=O)NC1CCCN(CC2CCCCC2)C1 (configuration not stated),-1
C=C(C)COc1ccccc1C(=O)N[C@H]1COC[C@@H]1OCC,-4
C(#CC1(N2CCOCC2)CCCC1)c1ccccc1,-13
Cn1nc(C2CCN(c3cnccn3)CC2)n(-c2ccccc2)c1=O,-22
O=c1n(C[C@H](O)CO)nc(C2CCNCC2)n1-c1ccccc1,-10
CC(C(=O)c1ccc(-c2ccccc2)cc1)[n+]1ccccc1 (configuration not stated),30
CCOc1cn2c(cc1=O)C(=O)N(CCNC(=O)c1ccc(C(F)(F)F)cc1)CC2,-6
CC1=C(O)C(c2ccccc2)=NNC(=O)C1C (configuration not stated),12
CCc1cnc(-c2cc3ccccc3o2)nc1,-26
COc1ccc(C(C2Sc3nc(C)nn3C2=O)N2CCN(C)CC2)cc1OC (configuration not stated),-7
Cc1nc2ccccc2nc1N1CCN(C(=O)N2CCOCC2)CC1,-2
O=C(c1nc2ccccn2c1CNCC1(c2ccccc2)CCCCC1)N1CCCC1,-6
CCOC(=O)c1nn(-c2ccccc2C)c(=O)cc1OCC(=O)Nc1ccc(C)cc1,-6
CCOC(=O)c1nn(-c2ccc(Br)cc2)cc1O,2
CCN1CCCC1CN(CC1CCN(CCOC)CC1)C(=O)c1cnc2ccccc2c1 (configuration not stated),-7
CCCNC(=O)N1CCC(Cc2cccc(C(F)(F)F)c2)(C(=O)OCC)CC1,-5
CCc1noc(C(C)N2CCN(C(=O)Nc3ccc(F)cc3)CC2)n1 (configuration not stated),-10
CCC(Sc1nc(C)cc(=O)[nH]1)C(=O)Nc1cc(C)on1 (configuration not stated),-27
COc1ccc(C2c3c(n[nH]c3-c3cccc([N+](=O)[O-])c3)OC(=N)C2C#N)cc1OC (configuration not stated),-3
CCc1ccc(NC(=O)c2cc(C(C)O)c[nH]2)cc1 (configuration not stated),0
CC(=O)C(C)Oc1ccc2ccc(=O)oc2c1 (configuration not stated),-17
Nc1ccc(NS(=O)(=O)c2ccc(F)cc2)cc1,-5
O=C(CN1CCN(Cc2ccc(Br)s2)CC1)NCc1ccccc1,-8
O=C(OCc1cccc(COC(=O)c2ccc(Br)o2)c1)c1ccc(Br)o1,0
Cc1ccccc1NC(=O)C(C)N1CC2C3CCC(C3)C21 (configuration not stated),-8
COc1cccc2c(C)cc(SC(C)C(=O)N3CCOCC3)nc12 (configuration not stated),-1
CCCCN(Cc1sccc1C)C(=O)C1CCC(O)CC1 (configuration not stated),-33
COc1ccc(C(C2Sc3nc(C)nn3C2=O)N2CCN(CCO)CC2)cc1OC (configuration not stated),-4
Cc1sc2nc(C(C)Sc3nncs3)[nH]c(=O)c2c1C (configuration not stated),-4
COC(=O)C(NC(=O)CN1CCCNC1=O)c1ccccc1F (configuration not stated),-4

# As entered above:
# `O=C(CN1CCN(Cc2ccc(Br)s2)CC1)NCc1ccccc1` in mcGAS RapidFire → -8
# `COc1cccc2c(C)cc(SC(C)C(=O)N3CCOCC3)nc12` (configuration not stated) in mcGAS RapidFire → -1
# `COc1ccc(C2c3c(n[nH]c3-c3cccc([N+](=O)[O-])c3)OC(=N)C2C#N)cc1OC` (configuration not stated) in mcGAS RapidFire → -3
# `Nc1ccc(NS(=O)(=O)c2ccc(F)cc2)cc1` in mcGAS RapidFire → -5
# `Cc1sc2nc(C(C)Sc3nncs3)[nH]c(=O)c2c1C` (configuration not stated) in mcGAS RapidFire → -4
# `CCCCN(Cc1sccc1C)C(=O)C1CCC(O)CC1` (configuration not stated) in mcGAS RapidFire → -33
# `CCc1ccc(NC(=O)c2cc(C(C)O)c[nH]2)cc1` (configuration not stated) in mcGAS RapidFire → 0

# The results go on:
SMILES,mcGAS RapidFire
CC1C(=O)NCCN1C(=O)NCc1ccc(Oc2ccccc2)nc1 (configuration not stated),-9
Cc1ccc2c(Cl)cc(Cl)c(OCc3cc(C)on3)c2n1,0
CCc1nc(C)c(C(=O)NC2CC(=O)N(Cc3cccc(F)c3)C2)o1 (configuration not stated),-11
CN(C)Cc1nnc(SCC(=O)O)n1-c1ccccc1C(F)(F)F,-3
CC(=O)c1ccc(N2CCN(c3nc(-c4cc(C)cs4)ccc3C(=O)NC3CCS(=O)(=O)C3)CC2)cc1 (configuration not stated),2
COc1ccc(-n2nc(-n3cnc4ccccc43)c(C)c(C#N)c2=O)cc1,-13
CC1(C)CC(=NO)CC(C)(C)N1O,0
CCOC(=O)c1sc(NC(=O)C2CCCN(C(=O)N3CCCC3)C2)nc1C (configuration not stated),-3
CC1(OC(=O)c2cccc(Cl)c2)CCCSC1 (configuration not stated),-14
COc1ccc(-n2nnc3c(=O)n(Cc4ccc(F)cc4)cnc32)cc1,1
Cc1ccc(C(=O)ON=C(N)Cc2ccc(Cl)c(Cl)c2)cc1C,-21
CCCCNC(=S)N(C)c1c(N)n(CCCC)c(=O)[nH]c1=O,-23
CC1(C)CC(N2CCCCC2)=CC(=NC2CC(C)(C)NC(C)(C)C2)C1,-1
Cc1ccc(Cc2nsc(N3CCN(CCN)CC3)n2)cc1,-4
Clc1ccc(C2CCCN(Cc3nc(-c4ccccn4)no3)C2)cc1 (configuration not stated),-2
CCC(C)NC(=O)N1CCC(Oc2ccc3ncccc3c2)(C(=O)O)CC1 (configuration not stated),-8
Cc1nc2cc(NC(=O)CN(C)S(=O)(=O)c3ccc(F)cc3)ccc2o1,20
CCN(CC)C(=O)c1nn(-c2ccccc2C)c(=O)cc1OC,-38
CC1(C(=O)NCCc2ccccc2)CCN1Cc1ccccc1OC(F)F (configuration not stated),-5
O=C(NC1CCN(c2ccccc2C(=O)N2CCN(c3ccccc3Cl)CC2)CC1)C1CCCC1,-7
O=C(Nc1cccc(C(F)(F)F)c1)C(NCCN1CCOCC1)c1ccccc1 (configuration not stated),-5
Cc1cc(O)c(CN(C)CC(=O)N(C)C2CCCCC2)cc1C,-10
CN(Cc1c(F)cccc1Cl)C(=O)NCc1ccc(F)cc1,-8
C=CCn1c(SCC(=O)CC(=O)OCC)nc2sc(C)cc2c1=O,2
CCc1ccccc1NC(=O)CC1S/C(=N/N=C(C)\C=C\c2ccc(OC)cc2)NC1=O (configuration not stated),-4
COCc1nc(C)cc(N2CCN(C(=O)CCC(C)C)CC2)n1,-4
COc1ccc(NCc2nc(CC(=O)O)n[nH]2)cc1,0
COc1ccc(C(=O)OC2CCOC2=O)c(OC)c1 (configuration not stated),-7
CCOC(=O)CN1N=C(C)Cn2c1nc1c2c(=O)n(CCC(C)C)c(=O)n1C,-1
COC(=O)CCC(=O)N1CCCC(Nc2ccc(C)c(C)c2)C1 (configuration not stated),1
O=C(CCCc1ccccc1)Nc1ccnn1C1CCN(C(=O)c2ccccn2)CC1,-3
CNc1ccccc1C(=O)Nc1cccc(NC(=O)Cc2ccccc2)c1,-2
CON(C)C(=O)C(C)(C)NC(=O)OC(C)(C)C,5
CC1(C(=O)NCCCN2CCCC2=O)CCN1C1Cc2ccccc2C1 (configuration not stated),-15
CCN(C)c1ccc(CNS(=O)(=O)CC2CCCO2)cc1F (configuration not stated),-43
Cc1nc(-c2ccncc2)[nH]c(=O)c1CC(=O)N(C)C1CCCCCCC1,11

# Pulled one by one from the entries so far, two records:
SMILES,mcGAS RapidFire
COc1ccc(C(=O)OC2CCOC2=O)c(OC)c1 (configuration not stated),-7
CCOC(=O)CN1N=C(C)Cn2c1nc1c2c(=O)n(CCC(C)C)c(=O)n1C,-1

# Three entries from above, field by field:
mol: O=C(c1nc2ccccn2c1CNCC1(c2ccccc2)CCCCC1)N1CCCC1
- mcGAS RapidFire = -6

mol: CCOC(=O)c1nn(-c2ccccc2C)c(=O)cc1OCC(=O)Nc1ccc(C)cc1
- mcGAS RapidFire = -6

mol: CCOC(=O)c1nn(-c2ccc(Br)cc2)cc1O
- mcGAS RapidFire = 2

# Later entries.
SMILES,mcGAS RapidFire
CC(=O)Nc1nc(CN2CCCC2c2ccc(C)c(C)c2)cs1 (configuration not stated),-17
COc1ccccc1NC(=O)c1cc(=O)c(OC)c[nH]1,-4
O=C(C=Cc1ccco1)Nc1sc2c(c1C(=O)O)CCCCC2,-1
COc1cc(C=C(C#N)S(=O)(=O)c2ccc(F)cc2)cc(OC)c1O,12
Cc1ccc(S(=O)(=O)NC(=O)C2(C)CCN2C(=O)c2cccc(F)c2)nc1 (configuration not stated),-21
COc1ccc(C(NC(=O)c2ccc(C)s2)C2CC2)cc1 (configuration not stated),-1
O=c1c(C=NNc2ccccc2)c(Sc2nnnn2-c2ccccc2)nc2ccccn12,-6

# From PubChem BioAssay
